# DUSP3 inh = VHR1 phosphatase inhibitors, primary screen, biochemical, absorbance, uHTS; hit rate 0.52% among 290,000; AID 1654, 2009; Dual specificity protein phosphatase 3 (Homo sapiens), P51452; recombinant VHR phosphatase, pNPP absorbance; inhibition, % at 13.3 µM; in the data active = inhibition above about 50%; also: some compounds called inactive have numbers as strong as hits
# FBA Mtb inh = Mtb FBA enzyme inhibitors, primary screen, biochemical, fluorescence, strain H37Rv; inhibition, % at 1 µM; hit rate 2.3% among 360,000; Fructose-bisphosphate aldolase (Mycobacterium tuberculosis (strain ATCC 25618 / H37Rv)), …; purified M. tuberculosis FBA, fluorescence read-out; in the data active = inhibition above about 27%;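 also: 0% = vehicle and 100% = reference inhibitor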
# MazF activator = activators of E. coli MazEF toxin-antitoxin RNase, primary screen, biochemical, fluorescence, uHTS; Endoribonuclease toxin MazF (Escherichia coli (strain K12)), P0AE70; FAM/BHQ RNA-DNA oligo cleavage fluorescence, 5 h; activation, % at 20 µM; hit rate 0.32% among 350,000; in the data active = activation above about 50%
# Target sequence (P0AE70 whole entry, looked up): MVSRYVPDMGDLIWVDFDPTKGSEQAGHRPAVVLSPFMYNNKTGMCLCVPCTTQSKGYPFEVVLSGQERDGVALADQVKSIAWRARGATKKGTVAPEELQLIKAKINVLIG
# BoNT F protease = BoNT/F light chain protease inhibitors, primary screen, biochemical, flow cytometry, MLPCN library; Multiplex microsphere protease cleavage assay; hit rate 0.22% among 360,000; inhibition, % at 10 µM; Botulinum neurotoxin type F light chain protease (Clostridium botulinum); in the data active = inhibition above about 35%, passing the limit was not always enough; inconclusive = no clear call, values can overlap the other calls; also: plate controls were buffer without enzyme for full effect and enzyme alone for no effect
# FadD28 FP inh = inhibitors of FadD28 bisubstrate probe binding, primary screen, biochemical, fluorescence polarization, single point. hit rate 0.22% among 360,000. AID 588549, 2011. inhibition, % at 12.5 µM. Mycobacterium tuberculosis FadD28 fatty-acid-AMP ligase; in the data active = inhibition above about 8.5%, passing the limit was not always enough; inconclusive = no clear call, values can overlap the other calls
# Mtb UGM inh = M. tuberculosis UGM enzyme inhibitors, primary screen, biochemical, fluorescence polarization, single point; AID 504406, 2011; UDP-galactopyranose mutase (Mycobacterium tuberculosis (strain ATCC 25618 / H37Rv)), …; hit rate 0.06% among 320,000; inhibition, % at 10 µM; purified UGM, fluorescence polarization probe displacement; in the data active = inhibition above about 10%, passing the limit was not always enough; inconclusive = no clear call, values can overlap the other calls
# Target sequence (P9WIQ1 whole entry, looked up): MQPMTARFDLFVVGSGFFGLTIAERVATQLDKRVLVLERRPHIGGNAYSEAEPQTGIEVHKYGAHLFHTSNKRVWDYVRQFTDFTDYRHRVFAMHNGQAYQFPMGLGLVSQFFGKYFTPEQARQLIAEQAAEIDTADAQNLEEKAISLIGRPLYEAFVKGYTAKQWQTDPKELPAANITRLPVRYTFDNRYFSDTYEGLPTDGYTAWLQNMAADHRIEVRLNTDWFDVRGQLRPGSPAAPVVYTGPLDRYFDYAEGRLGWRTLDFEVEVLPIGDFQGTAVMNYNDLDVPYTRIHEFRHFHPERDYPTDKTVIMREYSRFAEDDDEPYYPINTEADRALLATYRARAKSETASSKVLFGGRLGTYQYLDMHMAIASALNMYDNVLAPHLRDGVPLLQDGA
# CCHFV vOTU inh = CCHFV vOTU protease inhibitors, primary screen, biochemical, Pep-AMC substrate, fluorescence | Crimean-Congo hemorrhagic fever virus L polyprotein viral ovarian tumor (vOTU) protease … | inhibition, % at 11.5 µM | hit rate 0.55% among 370,000 | AID 651958, 2012; also: 0% = vehicle wells with enzyme and 100% = no enzyme wells
# GDH-TPI counter = GDH-TPI coupling enzyme inhibitors, primary screen, artefact control for M. tuberculosis FBA inhibitor project, biochemical, absorbance, full deck; GDH-TPI coupled enzyme counterscreen, NADH absorbance; inhibition, % at 4.8 µM; hit rate 1.2% among 360,000; AID 588335, 2011;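 also: 0% = DMSO wells and 100% = wells lacking the enzyme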
# Mtb BioA inh = M. tuberculosis BioA enzyme inhibitors, primary screen, biochemical, plate reader, single point, HTS; inhibition, % at 9.99 µM; 7,8-diaminopelargonic acid synthase BioA (Mycobacterium tuberculosis); hit rate 0.096% among 360,000; purified M. tuberculosis BioA enzyme; in the data active = inhibition above about 40%; inconclusive = no clear call, values can overlap the other calls
# Rv3671c protease = Rv3671c serine protease inhibitors, primary screen, biochemical, fluorescence polarization, M. tuberculosis H37Rv; hit rate 0.048% among 320,000; inhibition, % at 5.96 µM; P9WHR9; in the data active = inhibition above about 38%;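 also: extracellular domain of Rv3671c used as enzyme; 0% = enzyme with DMSO and 100% = no enzyme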
# Target sequence (P9WHR9 whole entry, looked up, the tested form may be a part): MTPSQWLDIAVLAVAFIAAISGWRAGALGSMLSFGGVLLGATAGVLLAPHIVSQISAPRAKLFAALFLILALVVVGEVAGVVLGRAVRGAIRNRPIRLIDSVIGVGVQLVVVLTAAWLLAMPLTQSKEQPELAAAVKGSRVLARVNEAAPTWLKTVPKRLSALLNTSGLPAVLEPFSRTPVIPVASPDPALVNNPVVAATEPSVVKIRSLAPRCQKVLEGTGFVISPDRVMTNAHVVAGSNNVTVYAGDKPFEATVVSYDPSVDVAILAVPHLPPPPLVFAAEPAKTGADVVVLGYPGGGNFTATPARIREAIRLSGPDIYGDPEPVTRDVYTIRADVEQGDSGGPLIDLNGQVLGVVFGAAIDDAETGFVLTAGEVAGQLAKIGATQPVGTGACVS
# Starred values were filed as active, the others as inactive; ? = inconclusive; . = no result given; & = joins results of further samples. Rule as the data show it, unless noted: active = inhibition above about 30%; inactive = the rest.
SMILES,DUSP3 inh,FBA Mtb inh,MazF activator,BoNT F protease,FadD28 FP inh,Mtb UGM inh,CCHFV vOTU inh,GDH-TPI counter,Mtb BioA inh,Rv3671c protease
CC(C)C(NC(=O)/C(=C\c1ccco1)NC(=O)c1ccco1)C(=O)O (stereo not drawn),8,-2,4,?,-1.4,-0.4,-5,-7,-3.7,3
O=C(NCCc1nc2ccccc2[nH]1)c1cccc(Br)c1,23,0,0,1,-2.3,-0.7,8,7,0.0,-3
Cc1ccc(S(=O)(=O)N(C)C)cc1NC(=O)c1cc(-c2ccco2)nc2ccccc12,-16,45*,1,-9,-2.3,-1.4,.,10,-2.0,-5
CCCCN(C)C(=O)c1nc2ccccn2c1CN1CCSCC1,4,1,6,-9,-1.6,5.3,11,9,-0.7,-4
Cc1ccc(-c2nc3ncccc3o2)cc1NC(=O)c1cccnc1,35,2,4,-7,-2.1,1.5,0,1,.,-4
Cc1cc2[nH]c(=O)c(=O)[nH]c2cc1S(=O)(=O)N1CCC(C)CC1,49,6,-3,-3,-1.4,-0.5,5,6,-0.5,5
Cc1ccccc1NC(=O)C1CCN(C2=NS(=O)(=O)c3ccccc32)CC1,-10,-3,-1,-5,-1.6,1.4,10,8,-0.5,0
CCN1CCN(C(=O)C2c3cc(OC)c(OC)cc3C(=O)N(C)C2c2ccc(SC)cc2)CC1 (stereo not drawn),4,1,8,-12,-1.8,3.8,-2,2,0.7,-4
N#CCCN(C(=O)CSc1ccc2c(c1)OCCO2)c1ccccc1,40,-5,-1,0,-3.3,0.9,9,-5,2.9,-2
CCOC(=O)N1CCN(C(=O)c2oc(=O)c3ccccc3c2-c2ccc(C)cc2)CC1,13,4,-1,-5,-0.6,0.3,2,17,2.6,-6
COc1ccc(NS(=O)(=O)c2ccc(N3CCOCC3)c(NC(=O)c3ccccc3Br)c2)cc1,17,-1,14,0,-3.0,2.6,-12,3,0.3,-6
NC(=O)c1ccc[n+](CC(=O)NCc2ccc(Cl)cc2)c1,10,1,2,-5,-3.3,-2.7,1,-8,-3.1,-3
CCc1nnc(NC(=O)Cc2sc(C)nc2-c2ccc(C)cc2)s1,33,0,8,-2,-2.4,1.3,1,18,.,7
COc1cc(OC)cc(C2=NCCN2)c1,11,3,-4,-3,-5.2,0.4,13,-1,.,1
Cc1ccc(-c2nn(CC(=O)NCc3ccco3)c(=O)c3ccccc23)cc1,11,3,44,5,-1.5,1.4,6,-2,-1.5,-49

# Of the compounds above, these have four or more nitrogen atoms.
SMILES,DUSP3 inh,FBA Mtb inh,MazF activator,BoNT F protease,FadD28 FP inh,Mtb UGM inh,CCHFV vOTU inh,GDH-TPI counter,Mtb BioA inh,Rv3671c protease
CCCCN(C)C(=O)c1nc2ccccn2c1CN1CCSCC1,4,1,6,-9,-1.6,5.3,11,9,-0.7,-4
Cc1ccc(-c2nc3ncccc3o2)cc1NC(=O)c1cccnc1,35,2,4,-7,-2.1,1.5,0,1,.,-4
CCc1nnc(NC(=O)Cc2sc(C)nc2-c2ccc(C)cc2)s1,33,0,8,-2,-2.4,1.3,1,18,.,7

# Following part.
SMILES,DUSP3 inh,FBA Mtb inh,MazF activator,BoNT F protease,FadD28 FP inh,Mtb UGM inh,CCHFV vOTU inh,GDH-TPI counter,Mtb BioA inh,Rv3671c protease
CC1(C)C2CCC1(C)C(OC(=O)C[n+]1ccccc1N)C2 (stereo not drawn),9,14,10,-4,0.2,2.6,-9,16,-1.4,-5
COc1ccc(-c2nnc(SCc3ccccn3)n2C)cc1,-9,4,-6,7,-0.7,5.1,4,0,9.0,-5
COc1cc(/C=C/C(=O)NCCn2c(C)cc3ccccc32)cc(OC)c1OC,-4,1,7,1,-2.6,-3.8,4,0,0.5,4
O=C(Nc1ccccc1)c1nc2ccccc2s1,2,1,-6,-2,-1.0,-0.8,-5,4,-1.7,-18
O=C(Nc1cc(Cl)ccc1-n1cncn1)c1cc(S(=O)(=O)N2CCOCC2)ccc1F,18,8,8,-8,.,0.1,-14,5,-7.2,-5
COc1cnc(-c2ccccn2)nc1Oc1ccccc1,12,0,7,1,-0.6,0.4,-3,-3,1.8,7
CCCOc1ccc(/C(O)=C2/C(=O)C(=O)N(CCCn3ccnc3)C2c2ccc(C)o2)cc1 (stereo not drawn),29,6,-2,?,-1.5,0.9,-4,10,.,4
CC1(C(=O)NS(=O)(=O)c2cccs2)CCN1C(=O)CC1CCCCC1 (stereo not drawn),.,2,.,-8,0.4,.,1,12,-0.2,.
CCN(CC)S(=O)(=O)c1ccc(OC)c(NC(=O)COc2ccc3c(C)cc(=O)oc3c2)c1,19,9,-10,6,-5.8,0.7,-19,7,-0.4,-30
COc1ccc(S(=O)(=O)N2CCN(C(=O)CCCN3C(=O)NC4(CCCC4)C3=O)CC2)cc1,.,-1,1,-7,-2.6,.,-8,-10,-1.1,.
COc1ccc(NC(=O)C#Cc2ccccc2)cc1OC,-8,0,1,-9,1.3,-2.4,8,34*,1.5,2
Clc1ccc(C2NCCc3sccc32)cc1 (stereo not drawn),6,1,-1,-3,1.0,1.7,3,5,.,-2
CCOC(=O)c1c(NC(=O)CSc2nnc(C)s2)sc2c1CCC(CC)C2 (stereo not drawn),0,-1,-14,-10,-2.7,-1.3,11,10,-1.2,-8
O=C(Nc1cc(C(F)(F)F)ccc1-n1cncn1)c1cn2ccccc2n1,.,0,-9,.,-1.9,-0.5,-10,-3,-1.8,0
Cc1ccc(CNC(=O)N2CCN(c3ccc(C)cc3)CC2)cc1,-8,3,-2,-12,2.1,-0.5,5,4,-0.2,-5
Cn1cc(C(=O)N/N=C/c2cccc([N+](=O)[O-])c2)c2ccccc21,33,1,9,2,-2.3,3.3,7,13,-1.3,-32
C=CCOc1ccc(-c2nc3c(c(=O)[nH]c(=O)n3CCC)n2CCCC)cc1,-8,4,12,-11,-1.4,-1.5,12,-3,-0.3,3
Cc1ccc(/C(O)=C2\C(=O)C(=O)N(CC(C)O)C2c2ccccn2)cc1 (stereo not drawn),1,-1,12,-4,0.7,0.6,15,15,0.8,1
O=C(Nc1ccc(Cl)cc1)c1ccc(-c2ccccn2)s1,18,0,-13,-2,-3.4,-1.5,-2,0,-2.4,1
O=C(COc1ccc(Cl)cc1)Nc1cccc(S(=O)(=O)NCc2ccco2)c1,.,1,5,-10,-1.8,-1.8,2,5,1.8,-8
O=C(CN1CCCCCC1)Nc1nc2ccccc2s1,.,-3,4,?,-4.0,.,-4,-1,-0.1,.
COc1cccc(CC(NC(C)=O)C(=O)NC2CCN(C(=O)C3CC3)CC2)c1OC (stereo not drawn),22,2,-3,-11,0.3,-1.9,-12,3,.,1
O=C(COc1cc(F)ccc1[N+](=O)[O-])NCC1CCCO1 (stereo not drawn),.,1,3,-9,-2.3,-0.2,-1,6,-3.5,6
NC(=O)Cc1ccc2sc(-c3ccccc3)nc2c1,-4,5,-8,-5,-0.4,.,-8,3,.,.
O=C(Sc1ccccc1)c1cccc(Cn2cc(C(F)(F)F)ccc2=O)c1,10,2,-1,-5,-3.4,-2.0,10,-1,11,1
COc1ccc(Cl)cc1S(=O)(=O)N1CCC(C(=O)NC2CC2)CC1,4,-1,5,4,-1.9,-1.8,-9,-7,2.7,-1
COC(=O)c1ccc(Nc2c([N+](=O)[O-])c(=O)oc3ccccc23)cc1,14,-5,0,.,-1.3,1.2,2,28,.,-10
C[C@@H]1CN([C@@H](C)CO)C(=O)CCCn2nncc2CO[C@@H]1CN(C)C(=O)Oc1ccccc1,.,0,4,-2,1.2,.,17,1,-2.4&0.5&-0.1,.
Cc1ccc2c(c1)=C(c1ccccc1)N(O)CC(=O)N=2,.,3,6,2,-0.5,3.6,1,10,2.5,12
Cc1oc(-c2ccccc2)cc1C(=O)Nc1cccc(/C=C\C(=O)O)c1,28,2,2,-3,-11,-2.2,9,4,.,-11
O=C(Nc1ccnn1C1CCN(Cc2cccc(OCCO)c2)CC1)C1CC1,22,0,1,-5,0.5,-0.5,-5,0,0.1,-2
COc1ccc(C2/C=C\CN(S(=O)(=O)c3ccc(-c4ccccc4)cc3)CC(=O)N2Cc2ccc(F)cc2)cc1 (stereo not drawn),15,-4,-3,4,-3.5,.,3,3,-0.1,.
CCOc1cc(C(=O)NC(=S)Nc2cccnc2)cc(OCC)c1OCC,-4,2,3,3,-0.9,-1.9,1,12,.,-3
CCC(CO)Oc1cc(NCc2ccc(Cl)cc2Cl)c2ncn(C(C)C)c2c1 (stereo not drawn),.,1,-5,-5,1.7,-1.3,9,4,-0.4,4
Cn1cc[nH]c1=S,1,3,4,-10,-1.6,.,11,12,-1.7,.
COc1ccc(C(=O)COC(=O)CNC(=O)c2ccccc2)cc1F,.,1,4,1,-3.7,1.2,3,3,-0.4,-3
Cc1ccc(OCc2nnc(SCC(=O)N3CCOCC3)n2C)cc1,20,1,5,-10,-3.6,-1.5,1,1,-1.7,5
Cc1ccc(N(NC(=O)C(C)(C)O)C(=O)c2ccccc2)cc1C,17,-1,9,-9,-2.9,1.5,7,-6,4.6,2
O=S(=O)(c1ccc(NC(=S)Nc2ccc(OC(F)F)cc2)cc1)N1CCOCC1,-13,-3,4,-2,-0.8,0.8,-1,10,1.2,-6
O=C(CSc1nc2ccccc2o1)c1cc2ccccc2oc1=O,0,55*,-7,0,-2.5,-0.2,-82,12,-0.5,2
N#CC(C#N)=C(Nc1ccccc1)c1ccccc1,1,-2,12,-1,-2.6,3.3,1,12,1.5,-5
O=C(c1ccco1)N1CCN(Cc2ccccc2Br)CC1,-5,1,-6,-16,0.1,1.6,-4,-7,-1.5,0
CCCCC(=O)c1c(C)cc(C)[nH]c1=O,27,0,6,-3,-4.2,-2.0,5,-1,-1.5,2
O=C(N/N=C/c1ccsc1)c1cc(-c2ccncc2)nc2ccccc12,-5,2,4,-6,-4.3,-3.7,13,7,.,-9
COC(=O)CNC(=O)c1sc2ncn(CC(=O)Nc3ccc(C)c(Cl)c3)c(=O)c2c1C,18,0,10,-5,-0.2,-0.1,15,1,.,-15
COc1ccc(OC)c(N(CC(=O)Nc2cccnc2)S(C)(=O)=O)c1,-7,0,2,-8,-0.9,1.3,5,5,8.0,-2
O=C(O)c1cc2nc3c(c(C(F)(F)F)n2n1)CCc1ccccc1-3,11,0,1,3,1.8,1.8,9,20,-5.6,-2
Cc1cc(-c2ccccc2)nc(-c2ccccc2)c1C,39,-2,-10,-2,-3.2,1.2,4,-6,0.3,6
COc1ccc(-n2c(C)c(C(C)=O)c(C(C)=O)c2C)cc1,40,2,10,3,1.1,-0.9,-1,6,2.0,-2
CC(=O)c1ccc(OCCCC(=O)Nc2cc(S(=O)(=O)N3CCCCC3)ccc2C)cc1,.,1,-3,.,1.4,.,-2,5,-0.4,.
Cc1ccc(C)c(NC(=O)CN(C)C(=O)CC2OC(=O)c3ccccc32)c1 (stereo not drawn),.,-1,-4,-10,-2.1,-0.1,13,5,-1.7,0
CCCNC(=O)CSc1nccn1Cc1ccc(OC)cc1,12,2,2,1,-2.4,-0.3,-6,8,.,-3
COc1ccc(C(=O)Nc2nc(C)cs2)cc1S(=O)(=O)N1CCCC1,14,1,18,-4,-0.8,-2.2,8,2,.,-6
